Source: PubChem BioAssay
RNase H inhibition = RNase H inhibition, HIV 1 Gag Pol polyprotein, FRET biochemical assay, screening (AID 372); 100,000 compounds, 0.77% hits; inhibition, % at 10 µM; hits with a dose series show IC50 in µM; HIV-1 RT RNase H, FRET RNA/DNA substrate fluorescence; higher % means a stronger effect; in the data active = inhibition above about 50%
* marks the source's active call; other numbers are inactive results. Some of the compounds tested. The share of hits here may be higher or lower than overall.

SMILES	RNase H inhibition
CCOc1ccc(C2C3=C(CC(C)(C)CC3=O)OC3=C2C(=O)CC(C)(C)C3)cc1OC	2.0%
CCN(CC)C(=O)C1CCCN(Cc2ccc(C(C)C)cc2)C1 (stereo not drawn)	3.0%
CC(C)c1ccc(C(=O)c2ccccc2C(=O)O)cc1	3.0%
COc1ccc(Oc2coc3cc(OC(C)=O)ccc3c2=O)cc1	18.0%
COC(=O)c1cccc(N2C(=O)c3ccc(C(=O)c4cccc([N+](=O)[O-])c4)cc3C2=O)c1	0.0%
O=C(NCC1CCNCC1)C(=O)NC1CCCCC1	14.0%
COc1cc2ccccc2cc1C(=O)NC(=S)Nc1ccccc1	12.0%
O=C(Nc1ccc(Cl)c(Cl)c1)Nc1ncccc1Cl	1.0%
Cc1nccn1S(=O)(=O)c1ccc(F)cc1	8.0%
Cc1nnc(N2C(=O)c3ccccc3C2=O)s1	0.0%
CC1=C(C(=O)OC(C)C)C(c2cccc(O)c2)C2=C(CC(c3ccccc3)CC2=O)N1 (stereo not drawn)	10.0%
CC(C)N(C(=O)c1cc([N+](=O)[O-])ccc1Cl)C(C)C	0.0%
C=CCC1(O)C(C)C(c2ccc(Cl)cc2)NC(c2ccc(Cl)cc2)C1C (stereo not drawn)	6.0%
NS(=O)(=O)c1ccc(NC(=O)c2ccc([N+](=O)[O-])o2)cc1	4.0%
O=C(N/N=C/c1cc(Br)c(O)c(Br)c1O)c1cccc(F)c1	8.0%
Cc1ccc2nsnc2c1NC(=O)Cc1ccccc1	1.0%
O=C(COc1ccc(Cl)cc1)N/N=C/c1cccc(Oc2ccccc2)c1	6.0%
Cc1ccc(-c2csc(/C(C#N)=C/Nc3ccc(Cl)cc3)n2)cc1C	1.0%
O=C1C(=O)N(C(c2ccccc2)c2ccccc2)c2ccccc21	17.0%
Cc1ccc(NC(=O)C(=O)N/N=C/c2ccc(F)cc2)cc1	0.0%
CCOc1ccc(OCC)c(-c2c(C#N)c(N)nc3c2CCCCCC3)c1	31.0%
COc1ccc(C(NC(=O)c2ccccc2C)NC(=O)c2ccccc2C)cc1OC	5.0%
CC(=O)Nc1ccccc1NC(=O)COc1cccc2ccccc12	13.0%
CCOC(=O)c1ccc(NC(=O)/C(C#N)=C2\NC(C)(C)Cc3ccccc32)cc1	5.0%
COc1cc(CN2CCN(Cc3cc(OC)c(OC)c(OC)c3)CC2)cc(OC)c1O	7.0%
COc1cc2c(cc1NC(=O)C(C)Oc1ccc(Cl)cc1Cl)oc1ccccc12 (stereo not drawn)	13.0%
CCOc1cc(C(=O)Nc2cccc(F)c2)cc(OCC)c1OCC	9.0%
CC1=NNC(=O)C1CC(=O)N/N=C/c1ccccc1O (stereo not drawn)	1.0%
COc1ccc(CN2CCCCCCC2)cc1Br	6.0%
CCOC(=O)c1c(-c2ccc(C)cc2)csc1NC(=O)C1CC=CCC1C(=O)O (stereo not drawn)	20.0%
CCc1ccc(C=Nn2c(-c3ccc(Cl)cc3)n[nH]c2=S)cc1	3.0%
COc1ccc(/C=C2\C(=O)NC(=O)N(c3ccc(Cl)cc3)C2=O)cc1Br	18.0%
COc1ccc(C)cc1NC(=O)c1cc(C(=O)Nc2cc(C)ccc2OC)n(C)n1	1.0%
N#CC1=C(N)OC2=C(C(=O)CCC2)C1c1cccs1 (stereo not drawn)	16.0%
C=CCNC(=O)C1CC1(c1ccc(C)cc1)c1ccc(C)cc1 (stereo not drawn)	14.0%
COc1cccc(C(=O)NNC(=O)c2ccccc2F)c1	1.0%
COc1ccc(C(=O)Nc2ccc(Br)c(C)c2)cc1	6.0%
C=CCc1ccc(OCCn2cc(C=C3C(=O)NC(=O)NC3=O)c3ccccc32)c(OC)c1	19.0%
Cc1ncc([N+](=O)[O-])n1CCOC(=O)Nc1ccc(Cl)c(Cl)c1	12.0%
Cc1ccc2oc(-c3ccc(NC(=O)/C=C\c4ccccc4)cc3)nc2c1	52.0%*
COc1ccc(S(=O)(=O)NCc2ccco2)cc1C(=O)O	10.0%
COCCOC(=O)C1=C(C)NC2=C(C(=O)CCC2)C1c1cccc(Cl)c1 (stereo not drawn)	6.0%
CCN1C(=O)c2cccc3c(NC(=O)c4cc([N+](=O)[O-])ccc4Cl)ccc1c23	5.0%
COc1ccc(OC)c(Nc2nc(-c3ccc(OC)c(OC)c3)cs2)c1	12.0%
O=C(Nc1ccc(I)cc1Cl)c1cccc(Cl)c1	26.0%
O=C(Cc1ccccc1)Nc1nnc(COc2ccc(Cl)cc2Cl)s1	7.0%
C(=N\Nc1nncn1/N=C/c1ccccc1)/c1ccccc1	8.0%
Cc1cccc(C)c1OCC(=O)Nc1ccc(-c2nc3ccccc3[nH]2)cc1	29.0%
C=CCn1c2ccccc2n2nc(C)c(=O)nc12	2.0%
Cc1cc(C)c(/C=C2/SC(N)=NC2=O)c(C)c1	3.0%
CCCOc1cccc(C(=O)NCc2ccncc2)c1	6.0%
O=C(CSCC(=O)Nc1ccc2ccccc2c1)Nc1ccccc1	5.0%
COc1cccc(/C=N/NC(=O)/C(=C/c2ccc(N(C)C)cc2)NC(=O)c2ccccc2)c1O	17.0%
O=C(c1ccc(Cl)cc1)N1N=C(C(F)(F)F)CC1(O)c1ccccc1 (stereo not drawn)	16.0%
Clc1cccc(OCCOCCOc2cccc3cccnc23)c1Cl	23.0%
Cc1ccc(C2=N/C(=C\c3ccc([N+](=O)[O-])cc3)C(=O)O2)cc1	5.0%
O=C(Nc1sc2c(c1C(=O)Nc1ccccc1)CCCC2)c1cccs1	0.0%
CCCOC(=O)c1ccc(NC(=O)c2cccc(C)c2)cc1	12.0%
O=C(Nc1nc(-c2ccccc2)cs1)C1c2ccccc2Oc2ccccc21	5.0%
CCOc1ccc(/C=N/n2c(-c3ccc(C(C)(C)C)cc3)n[nH]c2=S)cc1OC	20.0%
Next part
SMILES	RNase H inhibition
Cc1ccc(S(=O)(=O)N(CC(=O)NCc2cccnc2)c2ccc(Cl)c(C(F)(F)F)c2)cc1	7.0%
COc1ccc(OCCOCCOc2c(C)cc(C)cc2Cl)cc1	19.0%
O=C(Nc1ccc(F)c(Cl)c1)c1ccc([N+](=O)[O-])cc1	10.0%
S=C(Nc1ccc2nc(-c3ccccc3)c(-c3ccccc3)nc2c1)N1CCN(c2ccccn2)CC1	18.0%
Cc1cc2c(c(=O)o1)C(c1ccc3ccccc3c1)C(C#N)=C(N)O2 (stereo not drawn)	21.0%
O=C(Nc1ccc(F)cc1)c1cc(-c2cccs2)nc2ccccc12	12.0%
CCOc1cccc(C(=O)Nc2ccc(NC(=O)c3cc4ccccc4o3)c(OC)c2)c1	14.0%
Cc1ccc(C(=O)CSc2nc3ccccc3c(=O)n2-c2ccccc2)cc1	6.0%
O=C(NCCCN1CCOCC1)c1cc(-c2ccccc2)nc2ccccc12	4.0%
C=CCOc1c(Cl)cc(/C=C2\C(=O)NC(=S)N(c3cccc(Cl)c3Cl)C2=O)cc1OC	16.0%
Cc1ccccc1-c1nc2cc(NC(=S)NC(=O)c3ccccc3Br)ccc2o1	19.0%
CCc1ccc2oc(-c3ccc(NC(=O)c4cccc(C)c4)cc3)nc2c1	19.0%
COc1ccc(O)c(C(=O)CC(=O)c2ccc(C(C)(C)C)cc2)c1	5.0%
Cc1ccc(-c2ccc(OCC(=O)Nc3ccccc3[N+](=O)[O-])cc2)cc1	14.0%
CCOc1ccc(S(=O)(=O)N=Nc2c(O)[nH]c3ccccc23)cc1	16.0%
Cc1ccc(-c2nnc(NC(=O)c3ccc(Cl)cc3Cl)s2)cc1	9.0%
COc1cc(C)ccc1OCCOCCOc1cccc(Cl)c1	26.0%
Cc1ccc(N2C(=O)NC(=O)/C(=C/c3cn(CC(=O)Nc4ccccc4)c4ccccc34)C2=O)cc1	43.0%
COC(=O)c1ccc(NS(=O)(=O)Cc2ccccc2)cc1	10.0%
C=CCNC(=S)Nc1ccc(NC(=O)CCC(=O)O)cc1	1.0%
Cc1ccccc1Nc1ncc(-c2ccc3ccccc3c2)s1	22.0%
COc1ccc(CN2CCSCC2)c(C)c1C	8.0%
Brc1ccc(/C=N/Nc2nc3ccccc3[nH]2)cc1	15.0%
Cc1ccc(NC(=O)C(c2ccccc2)c2ccccc2)cc1	14.0%
Cc1ccc2c(c1)N(C(=O)CN1C(=O)C3CCCCC3C1=O)C(C)(C)c1ssc(=S)c1-2 (stereo not drawn)	10.0%
COc1ccc([N+](=O)[O-])cc1NCc1ccc(SC)cc1	7.0%
Cc1cc2ncn(C(=O)c3ccc(C(C)(C)C)cc3)c2cc1C	19.0%
COc1ccc(-c2cc(C(=O)Nc3ccccc3Br)c3ccccc3n2)cc1	12.0%
CCc1ccc(-c2nc3cc(NC(=O)COc4ccc([N+](=O)[O-])cc4)ccc3o2)cc1	43.0%
Cc1ccccc1NC(=S)NC(=O)/C=C/c1ccc(F)cc1	17.0%
COc1cc(NC(=O)c2ccc(Cl)c(Cl)c2)c(OC)cc1Cl	4.0%
Cc1nn(Cc2ccccc2)c2c1C(c1cccc(Cl)c1)C(C#N)=C(N)O2 (stereo not drawn)	21.0%
O=C1NC(=O)N(c2ccccc2F)C(=O)/C1=C/c1cccn1-c1ccc(Br)cc1	20.0%
COc1ccc(C(=O)/C=C/c2ccc(-c3ccc([N+](=O)[O-])cc3)o2)cc1	0.0%
CC1=C(C(=O)OC2CCCCC2)C(c2ccc(Br)cc2)NC(=O)N1 (stereo not drawn)	21.0%
COc1cc2c(cc1OC)-c1nnnn1C(C)(C)C2	4.0%
CC1CCc2c(sc(NC(=O)c3cncc(Br)c3)c2C(N)=O)C1 (stereo not drawn)	15.0%
O=C1C2C3C=CC(CC3)C2C(=O)N1c1cc(C(F)(F)F)ccc1Cl (stereo not drawn)	8.0%
CCC(=O)c1ccc(N2CCN(C(=O)c3c(F)c(F)cc(C)c3Cl)CC2)c(F)c1	4.0%
COc1ccccc1NC(=S)NC(=O)c1ccc(OC)c(OC)c1	1.0%
CC1(C)C(C=C(Cl)Cl)C1C(=O)NC1CCCCC1 (stereo not drawn)	8.0%
COC(=O)c1ccc(NC(=S)NC(=O)c2cc(OC)c(OC)c(OC)c2)cc1	13.0%
CC(C)(C)c1csc(N/N=C/c2ccc(O)cc2)n1	17.0%
CC(NC(=O)/C(C#N)=C/c1c(F)cccc1Cl)c1ccccc1 (stereo not drawn)	7.0%
Cc1c(C#N)c(=O)ncn1-c1ccc(Cl)cc1	0.0%
